Compound activity (PubChem BioAssay)
PNC assembly inh: blocks assembly of the perinucleolar compartment | hit rate 3.1% among 140,000 | activity change (PNC), negative = inhibition, % at 10 µM | PC3M PTB-GFP, PNC prevalence imaging, 16 h; active compounds read low;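 active means readout at or below -70, meaning at least 70% loss of cells showing the perinucleolar compartment, a nuclear body marking cancer cells; inconclusive means readout between -30 and a set limit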;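 further: plate controls were DMSO wells for no effect and camptothecin positive control wells for full effect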
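PC3M cells stably expressing PTB-GFP, 750–1000 cells/well, treated 16 h at 37 °C with compound (23 nl of library stock), in duplicate. After paraformaldehyde fixation and Hoechst stain, imaged at 20x; PNC prevalence scored by image analysis.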
IMPase inh: IMPase inhibition in cells | P97697 | CHO-M1 cells, IP1 accumulation, HTRF TR-FRET ratio | AID 901 | inhibition (IP1 accumulation), % at 46.1 µM | 120,000 tested, under 10 active; active means well fitted curve in the direction sought with a large enough effect in the signal ratio, not every such curve was filed as active; inconclusive means small, poorly fitted or top-dose-only effect, or a change in a side signal; inactive means no such curve, though single readings can be large or run the other way; the % refers to the signal ratio;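 further: cells stimulated with carbachol in lithium chloride buffer; plate controls were DMSO basal wells for no effect and reference inhibitor wells for full effect; higher means more IMPase inhibition seen as more IP1 and lower FRET ratio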
Target sequence (P97697 whole entry, looked up): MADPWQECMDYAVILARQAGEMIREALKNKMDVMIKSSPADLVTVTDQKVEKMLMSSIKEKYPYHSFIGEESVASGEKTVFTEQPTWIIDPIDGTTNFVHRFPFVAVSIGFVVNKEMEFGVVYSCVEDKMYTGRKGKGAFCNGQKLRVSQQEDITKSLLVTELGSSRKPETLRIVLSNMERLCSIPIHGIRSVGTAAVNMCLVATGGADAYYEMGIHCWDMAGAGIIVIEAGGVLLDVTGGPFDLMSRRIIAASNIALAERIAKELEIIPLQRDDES
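Cellular IMPase inhibition is scored as a rise in cytosolic IP1, detected by competitive TR-FRET between d2-labelled IP1 and a europium anti-IP1 antibody. M1-expressing CHO cells were stimulated with carbachol for 30 min at 37C, with lithium (50 mM LiCl) present in the buffer.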
ALOX12 inhib: inhibitors of human 12-lipoxygenase (ALOX12). AID 1452. hit rate 0.12% among 150,000. purified 12-hLO, xylenol orange hydroperoxide absorbance. Potency, µM (series often up to 57.1 µM), for inactives: at the top dose activity change, negative = inhibition, hits mostly inhibitors; further: potency means the concentration at half of the fitted maximal effect; nearly all actives have a fitted effect of over 55% in size; many of its hits are not listed in these tables
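Lipoxygenase turnover measured by absorbance at 573 and 405 nm after Fe-XO development. Human 12hLO 150 nM, arachidonate 40 uM, pH 7.0 Hepes buffer with detergent; 15 min compound preincubation, 30 min reaction.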
ALOX15B inhib: 15-hLO-2 (ALOX15B) enzyme inhibition; O15296; purified 15hLO-2, xylenol orange hydroperoxide absorbance; Potency, µM (highest dose often 57.1 µM), inactives show top-dose activity change, negative = inhibition, usual class: inhibitors; hit rate 0.56% among 110,000; AID 881; further: potency means the concentration at half of the fitted maximal effect; nearly all actives have a fitted effect of over 60% in size; many of its hits are not listed in these tables
Target sequence (O15296 whole entry, looked up): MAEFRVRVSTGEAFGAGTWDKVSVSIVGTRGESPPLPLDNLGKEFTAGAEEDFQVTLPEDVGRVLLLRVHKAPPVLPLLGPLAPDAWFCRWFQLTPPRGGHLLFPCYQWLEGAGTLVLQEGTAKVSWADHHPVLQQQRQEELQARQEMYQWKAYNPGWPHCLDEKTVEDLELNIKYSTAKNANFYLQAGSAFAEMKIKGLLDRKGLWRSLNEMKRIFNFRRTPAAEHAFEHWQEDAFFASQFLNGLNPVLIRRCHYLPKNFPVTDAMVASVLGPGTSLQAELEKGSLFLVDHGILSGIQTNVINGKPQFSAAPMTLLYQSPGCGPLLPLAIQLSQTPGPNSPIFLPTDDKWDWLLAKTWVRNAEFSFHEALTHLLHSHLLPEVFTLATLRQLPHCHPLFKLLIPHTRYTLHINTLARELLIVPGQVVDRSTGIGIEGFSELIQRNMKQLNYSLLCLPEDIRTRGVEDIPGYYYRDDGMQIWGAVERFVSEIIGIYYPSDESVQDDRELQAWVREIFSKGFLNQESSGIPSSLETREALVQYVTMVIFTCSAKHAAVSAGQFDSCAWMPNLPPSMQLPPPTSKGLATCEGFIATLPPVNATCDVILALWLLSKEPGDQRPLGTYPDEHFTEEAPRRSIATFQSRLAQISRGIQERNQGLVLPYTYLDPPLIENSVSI
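Purified human 15hLO-2 (50 nM) preincubated 15 min with compound, then 45 uM arachidonic acid for 90 min at RT in 25 mM Hepes pH 7.5, 0.01% Triton X-100. Hydroperoxide detected by Fe-xylenol orange; 573/405 nm absorbance ratio.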
* marks the source's active call; other numbers are inactive results; ? = inconclusive; · = no result given; [ ] = another dose, or the depositor's remark. Unless noted, the call rests on the fitted dose curve; in most records, active means well fitted curve in the direction sought with a large enough effect; inconclusive means small, poorly fitted or top-dose-only effect, or another doubt; inactive means no such curve, though single readings can be large; an effect the other way counts as inactive or inconclusive. Unless noted, on the % scale 0 is the no-effect control and ±100 the full control effect. Some of the compounds tested; rates above refer to the full screens.

Results follow in this order: PNC assembly inh, IMPase inh, ALOX12 inhib, ALOX15B inhib
Cc1ccc(-n2c(C)nc3c(cnn3-c3ccc(C)c(C)c3)c2=O)cc1C
    -13, 3, -9%, -7%
O=C(c1cnsn1)N1CCN(c2ccccc2)CC1
    ?, 2, -1%, -3%
CC(=O)N1CCc2cc(S(=O)(=O)N3CCOCC3)ccc21
    -19, -2, 0%, 5%
Cc1cc2n(n1)C(c1cccs1)Nc1ccccc1-2 (configuration not stated)
    -11, -3, 1%, 0%
Oc1ccccc1-c1nc2cnccn2c1Nc1ccc2c(c1)OCCO2
    -5, 8, -9%, -4%
O=C(/C=N/O)Nc1ccccc1C(=O)O
    ?, -5, 3%, 7%
CC(C)Oc1ccc(C(=O)N(CN2CCCC2=O)c2ccc(F)cc2)cc1
    -2, -2, 0%, 5%
COc1ccc(C(=O)N2CCC3(CCCN(C(=O)Nc4cccc(C#N)c4)C3)CC2)cc1
    ·, ·, -4%, 10%
Cc1nnc(SCc2cc(=O)n3[nH]cnc3n2)s1
    ?, -8[1.84 µM], 0%, 4%[11.4 µM]
COc1ccc(CC(=O)Nc2ccc(N3CCN(c4ccc(OC)cc4)CC3)c(C#N)c2)cc1
    ?, 7, -7%, 0%
Cc1ccc(-n2c(Cc3cccn3C)nnc2SCC(N)=O)cc1
    -30, 7, -5%, 7%
COc1ccc(CCn2c(C)cc(C(=O)CSc3nnnn3C)c2C)cc1
    ?, 23, -5%, 0%
CCOC(=O)c1cccnc1SCC(=O)N(C)c1ccccc1
    ?, 7, -2%, 2%
CCS(=O)(=O)Nc1ccc(C(=O)CC2(O)C(=O)Nc3ccc(Br)cc32)cc1 (configuration not stated)
    40, 2, -2%, -10%
CCOc1ccc(C(O)C(CN2CCOCC2)c2ccccc2)cc1 (configuration not stated)
    ?, -4, -6%, -17%
CCn1nnc(NC(=O)c2cc3ccccc3o2)n1
    34, 12, 3%, -3%
COc1cc(C2NC(=O)NC(C)=C2C(=O)OC(C)(C)C)ccc1OCC(=O)O (configuration not stated)
    ?, 19, 0%, -2%
COC(=O)c1ccc(OC(=O)c2ccco2)cc1
    3, 7, -4%, 1%
Cc1ccc(NC(=S)NCc2ccc3[nH]c4c(c3c2)CCCC4)cc1
    15, ·, ?, ·
COc1ccc(N(CC(=O)NC2CCCC2)C(=O)c2csnn2)cc1
    ?, 6, 0%, ·
Clc1ccc(CSc2nnc(-c3ccncc3)o2)cc1
    49, 3, -5%, -1%
COc1ccccc1OCCn1c(C(C)O)nc2ccccc21 (configuration not stated)
    18, 8, -2%, 2%
O=S1(=O)C=C(SCc2ccccc2)Nc2ccccc21
    12, 0, 4%, -2%
Cc1cc(NS(=O)(=O)c2ccc(Nc3nc(-c4ccc(O)cc4)cs3)cc2)no1
    ?, -2, -17%, ·
COc1ccc(NC(=O)Nc2ccc(OC)c(OC)c2)c([N+](=O)[O-])c1
    -24, 3, 1%, ·
CC1CCCCN1S(=O)(=O)c1ccccc1[N+](=O)[O-] (configuration not stated)
    52, ·, 2%, ·
CCCCNC(=O)c1ccc(CS(=O)(=O)c2ccc(OC)cc2)o1
    -14, 1, 6%, 2%
CC1CCCCN1c1nc2nonc2nc1N1CCCCC1C (configuration not stated)
    ?, 7, 3%, ·
COC(=O)c1cc(=O)n(C2CC2)c(=NC2CC2)s1
    -24, 2, -6%, -2%
CS(=O)(=O)Nc1cccc(C2=NN(S(=O)(=O)c3ccccc3)C(c3cccs3)C2)c1 (configuration not stated)
    12, 1, -4%, -10%
Cc1cc(C)n(CC(=O)n2c3ccccc3c3ccccc32)n1
    -29, -7, -2%, -4%
O=C(CCc1nc2ccccc2[nH]1)Nc1ccccc1
    -18, -6, -1%, 25%
COc1ccc(CCN=C(N)NS(=O)(=O)c2ccc(C)cc2)cc1
    27, 0, -4%, ·
COC(=O)[C@@]1(Cc2ccc(OC)cc2)[C@H]2c3cc(C(=O)N4CCCC4)n(Cc4ccc(OC(F)(F)F)cc4)c3C[C@H]2CN1C(=O)c1ccccc1
    ·, ·, -12%, -1%
O=C(O)CCC(=O)Nc1ccc(OCC(=O)O)cc1
    0, 7, 7%, -5%
CCCCSc1nnc([C@@H]2CCCN2C(=O)OC(C)(C)C)o1
    -13, 16, 7%, -5%
O=C(Cn1c(-c2ccccc2)noc1=O)Nc1ccc(N2CCCCCC2)cc1
    16, -9, -8%, -13%
O=C1c2ccccc2NC2CCCCC12 (configuration not stated)
    ?, 1, -4%, -9%
Cc1ccc(C(=O)CC2(O)C(=O)Nc3ccccc32)s1 (configuration not stated)
    -3, 11, -1%, 9%
C=CCOc1ccc(C(=O)CC)cc1OC
    -9, ·, -2%, ·
COc1ccc2cc(CCNC(=O)c3ccc(Br)o3)c(=O)[nH]c2c1
    -11, 3, -17%, 2%
Cc1cc(NC(=O)c2cccc(S(=O)(=O)N3CCOCC3)c2)c2ccccc2n1
    1, 5, -5%, -2%
Cc1cc(S(=O)(=O)NCC(C)C)ccc1OCC(=O)N1CCOCC1
    39, 3, -3%, 1%
Clc1nc(Nc2ccccc2)nc(Nc2ccccc2)n1
    ?, ·, 1%, ·
CC(C)(C)n1nc(C2CC2)cc1NC(=O)Nc1ccc(Cl)cc1
    ·, ·, 4%[11.4 µM], -5%[11.4 µM]

5 records drawn at random from the list so far, as already listed:
Results follow in this order: PNC assembly inh, IMPase inh, ALOX12 inhib, ALOX15B inhib
O=C1c2ccccc2NC2CCCCC12 (configuration not stated)
    ?, 1, -4%, -9%
Cc1cc(NC(=O)c2cccc(S(=O)(=O)N3CCOCC3)c2)c2ccccc2n1
    1, 5, -5%, -2%
Cc1ccc(C(=O)CC2(O)C(=O)Nc3ccccc32)s1 (configuration not stated)
    -3, 11, -1%, 9%
Cc1cc(C)n(CC(=O)n2c3ccccc3c3ccccc32)n1
    -29, -7, -2%, -4%
CC(C)(C)n1nc(C2CC2)cc1NC(=O)Nc1ccc(Cl)cc1
    ·, ·, 4%[11.4 µM], -5%[11.4 µM]

(next part)
Results follow in this order: PNC assembly inh, IMPase inh, ALOX12 inhib, ALOX15B inhib
Cc1csc(SCCn2c(N3CCCC3)nc3c2c(=O)[nH]c(=O)n3C)n1
    ?, -3, 4%, 1%
O=C(Cn1cnc2ccccc21)N/N=C/c1cccs1
    40, -2, 3%, ·
COc1ccc(-c2nc(CS(=O)CC(=O)N3CCCC3)c(C)o2)cc1 (configuration not stated)
    ?, 4, -2%, -1%
O=C(NCc1ccccc1)c1ccc(OC2CSC2)cc1
    ?, 8, 0%, -6%
CCc1cc2c(=O)c(-c3ccc4c(c3)OCCO4)coc2cc1OC(=O)c1ccco1
    32, 2, -6%, -1%[2.29 µM]
C[C@@H]1O[C@H](O[C@@H]2[C@@H](Oc3cc(O)c4c(c3)O[C@H](c3ccc(O)cc3)CC4=O)O[C@@H](CO)[C@@H](O)[C@H]2O)[C@@H](O)[C@H](O)[C@@H]1O
    ·, -2[20.6 µM], -5%[25.6 µM], 2%[25.6 µM]
O=C(NNC(=S)NC1CCCCC1)c1ccc2c(c1)OCO2
    -15, -4, 0%, ·
CCOC(=O)CSC1=Nc2ccccc2C2=NC(CC(=O)NCc3ccccc3)C(=O)N12 (configuration not stated)
    ?, -16, -7%, -5%
Cc1nc(NC(=S)NC(=O)COc2ccccc2Cl)ccc1Br
    -4, ·, -3%, ·
Cc1sc(N/N=C/c2cccnc2)nc1-c1ccc(Cl)cc1
    15, -8, 1%, 7%
O=C(Nc1ccc(NC(=O)C2CC2)cn1)c1ccccc1Cl
    -112*, 0, 1%, 2%
CCCS(=O)(=O)c1nc(S(=O)(=O)c2ccc(C)cc2)c(NCCCN2CCOCC2)s1
    -18, 6, -1%, 10%
C[C@@H]1C(=O)O[C@@H]2C[C@]34[C@H]5C[C@@H](C(C)(C)C)[C@@]36[C@@H](OC(=O)[C@@H]6O)O[C@@]4(C(=O)O5)[C@@]12O
    ·, 1[20.6 µM], -5%[25.6 µM], 9%[25.6 µM]
COC(=O)c1sccc1NC(=O)CSc1nnnn1-c1ccccc1C
    25, 7, -9%, -4%
O=C(CN1CC[n+]2c(-c3cccs3)csc21)c1ccc(Br)cc1
    ?, ·, 4%, ·
O=C(N/N=C/c1cccs1)c1cc(-c2ccncc2)nc2ccccc12
    -109*, ·, 0%, ·
CN1CCN(S(=O)(=O)c2ccc(NC(=O)C(C)(C)C)cc2)CC1
    ?, 0, 1%, 7%
COc1cccc(NC(=O)Cn2nnc(-c3ccccc3N)n2)c1
    ?, -1, -5%, 1%
CC1=C(C(=O)O)N2C(=O)C(NC(=O)c3ccn(C)n3)C2SC1 (configuration not stated)
    -18, 0, 9%, ·
CCOc1ccccc1-n1c(SCC(=O)NC(C)CC)nnc1-c1ccoc1C (configuration not stated)
    28, -1, -1%, -7%
N#CC1C(=O)NC(N2CCN(c3ccccc3)CC2)=NC12CCCCC2 (configuration not stated)
    36, -6, -1%, 4%
COc1ccc(-c2nnc(SCC(=O)Nc3cccc(Cl)c3)o2)cc1
    -19, -7, -1%, -4%
O=C(c1cccc(COc2ccc(Cl)cc2Cl)c1)N1CCN(c2ccccn2)CC1
    12, 8, -22%, 35%[activator]
CCCCCS(=O)(=O)CCCCCCCCCCn1c(-c2ccc(O)cc2)c(C)c2cc(O)ccc21
    ·, ·, -10%, -26%
Cn1c(NCC(O)c2ccccc2)nc2c1c(=O)n(Cc1ccc(Cl)cc1)c(=O)n2C (configuration not stated)
    2, 2, -7%, -7%
CCOC(=O)c1ccc(-n2c(C)nc3c(cnn3-c3ccccc3C)c2=O)cc1
    ?, 13, -3%, 0%
CCN(CC)C(=O)C(C)OC(=O)COc1ccc(Cl)cc1Cl (configuration not stated)
    17, ·, -3%, ·
COc1cc(OC)c(NC(=O)c2ccco2)cc1Cl
    39, -1, 1%, -9%
C=C1CC[C@H](O)C/C1=C/C=C1\CCC[C@]2(C)[C@H]1CC[C@H]2[C@@H](C)CCCC(C)C
    ·, 11[20.6 µM], 1%[25.6 µM], -4%[25.6 µM]
N=C1c2ccccc2CN1NC(=O)CC12CC3CC(CC(C3)C1)C2
    34, ·, 2%, ·
COc1ccc(CCn2c(C)c(C(C)=O)c3cc(OC(=O)c4ccco4)ccc32)cc1OC
    34, 5, 3%, -11%
CCN1CCN(C(=O)c2cn(CCOC)c(=O)c3c2c2ccccc2n3C)CC1
    ?, -1, -2%, 2%
O=C(O)Cc1cc(Cl)ccc1O
    ·, ·, -6%[11.4 µM], -7%[11.4 µM]
COc1ccc(Cl)c(NC(=O)Cn2nnc(-c3ccccc3N)n2)c1
    -21, 1, -12%, -6%
CCOc1ccc(S(=O)(=O)N2CCN(C(=S)NCc3ccco3)CC2)cc1
    -87*, ·, -1%, ·
Nc1cc(C(=O)O)ccc1Nc1ccc(F)c(F)c1
    45, 11, -6%, -19%
CCCCCOc1ccc(C(=O)N(Cc2ccco2)C2CCS(=O)(=O)C2)cc1 (configuration not stated)
    -16, 9, -3%, -2%
Cc1cc(C)cc(OC(=O)CS(=O)c2ccc(C(F)(F)F)cc2[N+](=O)[O-])c1 (configuration not stated)
    14, 3, -13%, 0%
